Source: PubChem BioAssay
Mdm2 MdmX PPI = disrupts the human Mdm2-MdmX interaction; AID 485346; 330,000 compounds, 3% hits; O15151+Q00987; SaOS-2 split-luciferase Mdm2/MdmX complementation, luminescence; inhibition, % at 8 µM;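 active = inhibition of at least 50% at 8 µM in the primary screen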
CCR6 antagonist = CCR6 (human) receptor antagonism. P51684. CHO-K1 CCR6 PathHunter beta-arrestin, luminescence, CCL20-stimulated. inhibition, % at 20 µM. 340,000 compounds, 0.49% hits. AID 493098;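 active = compounds whose inhibition of the agonist-driven luminescence signal at 20 µM reaches about 50%, limit read from the data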;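 also: cells stimulated with CCL20 at 14 nM final; plate controls were DMSO with CCL20 for no effect and DMSO without agonist for full effect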
Target sequence (P51684 whole entry, looked up): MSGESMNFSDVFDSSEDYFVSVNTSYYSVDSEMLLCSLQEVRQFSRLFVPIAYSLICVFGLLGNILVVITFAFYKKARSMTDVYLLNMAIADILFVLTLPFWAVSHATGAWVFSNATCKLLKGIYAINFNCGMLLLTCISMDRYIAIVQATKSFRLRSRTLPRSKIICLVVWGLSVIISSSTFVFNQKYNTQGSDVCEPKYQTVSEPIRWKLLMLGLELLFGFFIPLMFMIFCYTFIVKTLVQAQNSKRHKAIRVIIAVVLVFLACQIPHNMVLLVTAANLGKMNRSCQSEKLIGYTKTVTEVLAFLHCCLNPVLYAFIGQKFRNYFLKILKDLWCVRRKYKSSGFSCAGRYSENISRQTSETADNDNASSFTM
EBI2 block = blocks human EBI2 receptor beta-arrestin signaling; P32249; EBI2 beta-arrestin recruitment, luminescence, 7a,25-OHC stimulated; inhibition, % at 5 µM; 360,000 compounds, 0.81% hits; AID 651636; in the data active = inhibition above about 38%;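 also: enzyme fragment complementation signal reports receptor beta-arrestin coupling in cells; 0% = agonist plus DMSO wells and 100% = wells without agonist; some results beyond the cut were filed as inactive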
APJ antagonist = antagonists of human APJ apelin receptor; P35414; AID 2521; 330,000 compounds, 0.32% hits; CHO-K1 APJ beta-arrestin complementation, luminescence; inhibition, % at 20 µM;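 active = inhibition above about 40% at 20 µM, limit read from the data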;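 also: cells challenged with 10 nM apelin-13 agonist together with compound; plate controls were apelin-13 plus DMSO wells for no effect and DMSO wells lacking apelin-13 for full effect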
Target sequence (P35414 whole entry, looked up): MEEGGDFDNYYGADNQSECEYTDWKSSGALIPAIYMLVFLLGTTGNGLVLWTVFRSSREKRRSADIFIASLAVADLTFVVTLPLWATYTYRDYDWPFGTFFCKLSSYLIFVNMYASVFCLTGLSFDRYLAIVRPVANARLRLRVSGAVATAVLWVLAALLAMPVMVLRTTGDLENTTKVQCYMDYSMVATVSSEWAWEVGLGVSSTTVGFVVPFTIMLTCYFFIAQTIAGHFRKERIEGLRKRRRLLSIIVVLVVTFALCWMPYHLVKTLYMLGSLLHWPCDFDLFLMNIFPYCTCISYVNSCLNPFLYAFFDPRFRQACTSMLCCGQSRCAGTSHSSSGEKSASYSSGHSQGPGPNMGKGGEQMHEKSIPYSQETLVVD
APJ ag = activates the human apelin receptor APJ; AID 2520; 330,000 compounds, 0.11% hits; activation, % at 20 µM; CHO-K1 APJ PathHunter beta-arrestin, luminescence; 0% DMSO wells, 100% apelin; P35414;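 active = activation more than six SD over the plate average, tested at 20 µM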;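 also: 0% = DMSO alone and 100% = apelin-13 at 10 nM; some results filed as inactive read as strong as hits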
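Assay system: CHO-K1 APJ beta-arrestin complementation cell line / Compound: single test compound dose, 20 µM final, 1% DMSO / Times: overnight seeding, 90 min compound at 25 °C, 1 h detection / Technique: beta-gal luminescence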
tim23-1 inh = growth inhibitors of tim23-1 mutant yeast | S. cerevisiae tim23-1 growth, BacTiter-Glo luminescence, 24 h | inhibition, % at 20 µM | 330,000 compounds, 1.3% hits;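 active = growth inhibition of the mutant yeast at or above 50%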;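 also: temperature-sensitive mutant grown at 25 °C; plate controls were DMSO-treated mutant yeast for no effect and medium wells lacking yeast for full effect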
XBP1 UPR activ = activators of adaptive arm of unfolded protein response (XBP1); 330,000 compounds, 0.33% hits; CHO-XBP1 luciferase reporter, IRE1-XBP1 UPR activation, luminescence; percent of tunicamycin response, DMSO as zero; activation, % at 20 µM; AID 463104;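 active = versus positive control, 20 µM dose yields 30% or more activation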;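 also: 100% = tunicamycin at 10 µg/mL and 0% = DMSO only wells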
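assay system = CHO-XBP1 luciferase reporter cells | amount = 1000 cells/well | buffer or medium = F12 plus 10% FBS | compound dosing = single point, 20 µM final compound, 1% DMSO | incubation = 16-18 h cell attachment at 37 °C, then 6 h compound exposure | detection = Steady-Glo luminescence read | controls = tunicamycin 10 µg/mL and vehicle-only wells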
UPR CHOP act = activators of apoptotic arm of unfolded protein response (CHOP) | CHO-CHOP luciferase reporter, UPR activation, luminescence; percent of tunicamycin response over DMSO baseline | AID 449763 | 330,000 compounds, 0.34% hits | activation, % at 10 µM;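 active = at 10 µM dose, activation of 40% or more, normalized to positive control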;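 also: 100% = tunicamycin at 10 µg/mL and 0% = DMSO alone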
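Evaluation: % reporter activation, DMSO baseline versus tunicamycin full activation; System: CHO-CHOP luciferase reporter cell line; Input: 500 cells/well; Incubation: 6 h compound treatment, 37 °C; Measured by: Steady-Glo luciferase luminescence; Dosing: one dose, 10 µM in 0.5% DMSO; Buffer or medium: F12 medium, 10% FBS; Benchmarks: positive tunicamycin 10 µg/mL, negative DMSO alone.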
CXCR6 block = blocks human CXCR6 beta-arrestin recruitment. O00574. CHO-K1 PathHunter CXCR6 beta-arrestin, luminescence. inhibition, % at 20 µM. 360,000 compounds, 0.36% hits; in the data active = inhibition above about 34%, passing the limit was not always enough;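 also: antagonist mode with CXCL16 agonist at 10 nM final; 0% = 10 nM CXCL16 with DMSO and 100% = unstimulated wells without agonist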
Target sequence (O00574 whole entry, looked up): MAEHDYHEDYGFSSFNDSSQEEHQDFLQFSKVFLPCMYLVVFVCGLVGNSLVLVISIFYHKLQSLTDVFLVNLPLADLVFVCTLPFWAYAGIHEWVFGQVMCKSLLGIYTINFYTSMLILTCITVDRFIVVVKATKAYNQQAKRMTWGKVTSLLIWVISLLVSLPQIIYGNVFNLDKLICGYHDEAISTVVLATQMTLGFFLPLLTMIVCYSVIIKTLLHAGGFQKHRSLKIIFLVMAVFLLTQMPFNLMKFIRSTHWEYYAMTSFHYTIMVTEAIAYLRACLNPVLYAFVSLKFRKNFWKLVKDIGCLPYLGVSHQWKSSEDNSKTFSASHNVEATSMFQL
Active calls of the source: *. This is a subset; count on the stated rates, not on these rows.

SMILES | Mdm2 MdmX PPI | CCR6 antagonist | EBI2 block | APJ antagonist | APJ ag | tim23-1 inh | XBP1 UPR activ | UPR CHOP act | CXCR6 block
O=C(C1=C[C@@H](C2CCCCC2)C[C@@H](OCc2ccc(CO)cc2)O1)N1CCOCC1 | -14 | 2 | -12 | 13 | -4 | 26 | 4 | -0.5 | -3
O=C(Nc1ccc2ccccc2c1)c1cn(-c2ccccc2)nc1-c1cccs1 | -13 | 16 | 17 | 13 | 0 | 17 | 1 | 4.7 | 1
COc1cc(/C=C2\CC/C(=C\c3cc(OC)c(O)c(OC)c3)C2=O)cc(OC)c1O | 97* | 55* | 23 | -6 | -3 | 10 | -2 | -3.9 | 42*
Cc1nn(C)cc1S(=O)(=O)N1CCN(Cc2ccc(F)cc2Cl)CC1 | 44 | -3 | 1 | 3 | -3 | 13 | 1 | 0.1 | -9
CCSc1nc(C)c(CC)c(C)c1C(N)=O | 22 | -4 | 3 | -28 | 3 | -10 | -3 | -0.9 | 2
O=C(NCc1nc2ccccc2[nH]1)c1ccc(Cl)c(S(=O)(=O)N2CCCC2)c1 | 18 | 5 | -4 | -30 | -4 | -6 | -4 | -0.8 | 1
Cc1nn2c(N3CCN(C)CC3)c3c(nc2c1-c1ccccc1)CCCC3 | 37 | 14 | -33 | -20 | -3 | -67 | -2 | 3.5 | 6
CC(C)[N+]1=C2C=CC=CC=C2SC12C([N+](=O)[O-])=CC(=[N+]([O-])[O-])C=C2[N+](=O)[O-] (stereo unspecified) | 6 | -11 | -4 | -8 | 7 | 14 | 4 | -0.1 | -12
Oc1ccc(-c2cn3cc(C(F)(F)F)ccc3n2)cc1 | -243 | -10 | 1 | -20 | 2 | 26 | -3 | 1.5 | -16
COc1ccc(Cn2c(N)c(C#N)c3nc4ccccc4nc32)cc1 | 34 | 9 | 0 | -10 | 0 | 14 | 5 | -0.4 | 5
O=C(CCn1c(=O)sc2ccccc21)NC1=NCCS1 | -18 | -5 | -4 | -10 | 1 | 2 | -2 | 3.7 | 1
N#CCC(=O)NNC(=S)Nc1ccccc1C(F)(F)F | 9 | -5 | -11 | -10 | 0 | 19 | 4 | -1.4 | 4
Cc1ccc(C(=O)C(OC(=O)CN2C(=O)c3ccccc3C2=O)c2ccccc2)cc1C (stereo unspecified) | 0 | 4 | 23 | -1 | -3 | 13 | -2 | 0.3 | 5
CCOC(=O)c1c(N)sc2c1CCSC2 | -21 | 8 | -4 | 6 | -1 | 13 | -3 | -0.7 | 2
CC1(C)C(=O)Nc2ccccc2N1C(=O)COC(=O)c1cc(Cl)cc(Cl)c1 | -18 | 11 | 9 | 10 | 2 | 27 | 2 | 1.9 | -6
CN(CC(=O)Nc1ccc(F)cc1)c1ccc(S(=O)(=O)N2CCCC2)cn1 | 20 | 15 | -4 | 11 | -3 | -3 | -1 | -0.2 | 5
CC(C)c1onc(C(=O)Nc2ccc3c(c2)OCO3)c1[N+](=O)[O-] | 19 | -16 | -7 | -4 | 5 | 22 | -1 | 5.0 | 1
COc1ccc(NC(=O)CCN2CCCCCC2)c(OC)c1 | 3 | 3 | 3 | -1 | 1 | -12 | 0 | -0.1 | 3
CC(=O)Nc1ccc(S(=O)(=O)NCCc2ccc(F)cc2)cc1 | 4 | -10 | 3 | 1 | -1 | 0 | 2 | -1.2 | 16
Cc1ccc(S(=O)(=O)N(CC(=O)Nc2cccc([N+](=O)[O-])c2)C2CCCCC2)cc1 | -10 | 16 | 7 | 4 | -2 | 35 | -5 | -0.3 | 11

Some values from the list:
tim23-1 inh, COc1ccc(NC(=O)CCN2CCCCCC2)c(OC)c1 stands at -12
tim23-1 inh, O=C(CCn1c(=O)sc2ccccc21)NC1=NCCS1 stands at 2

Other entries
SMILES | Mdm2 MdmX PPI | CCR6 antagonist | EBI2 block | APJ antagonist | APJ ag | tim23-1 inh | XBP1 UPR activ | UPR CHOP act | CXCR6 block
S=C(Nc1cccc(Cl)c1Cl)N1CCC2(CC1)OCCO2 | 12 | -6 | -11 | 0 | -2 | 11 | 6 | 1.5 | -3
O=C1CC(NS(=O)(=O)c2cccnc2)CN1c1ccc(Cl)cc1 (stereo unspecified) | 0 | -2 | 10 | 18 | 8 | 2 | 2 | -1.1 | -10
O=C(COC(=O)/C=C/c1ccc(S(=O)(=O)N2CCOCC2)cc1)NCc1ccc(Cl)cc1 | 36 | 7 | -3 | 3 | -2 | -5 | 5 | 5.3 | 0
CCOC(=O)c1ccc(Oc2nc(NC)nc(SC)n2)cc1 | 12 | 11 | -8 | 19 | -2 | 1 | -2 | -0.7 | -1
CCCn1nnc(NC(=S)NC(=O)c2ccccc2OC)n1 | -24 | 18 | -12 | -3 | -2 | 45 | -1 | 1.9 | 21
O=C(Cc1cccc2ccccc12)NCC(=O)N1CCN(Cc2cccc(C(F)(F)F)c2)CC1 | 9 | -6 | -3 | -19 | -3 | 30 | -5 | 0.4 | 3
O=C(COc1ccc([N+](=O)[O-])cc1Cl)N(C1CCCCC1)C1CCS(=O)(=O)C1 (stereo unspecified) | 13 | 10 | -4 | -38 | 9 | 7 | 5 | -0.2 | 5
CCN(CC)CCNC(=O)c1cn(CC)c2ccc(S(=O)(=O)N(C)C)cc2c1=O | 7 | 7 | -1 | -21 | -2 | 1 | -1 | -0.7 | 4
CCCC(=O)Nc1c(-c2ccccc2Cl)c(=O)c2ccccc2n1C | 16 | 2 | -12 | -5 | -3 | 4 | -4 | -2.7 | 6
COc1ccc(S(=O)(=O)N(CC(=O)NCc2cccnc2)Cc2ccccc2)cc1 | 21 | 7 | 7 | -1 | 0 | 6 | -1 | 1.3 | 1
O=C(CN1CCSC1=O)N1CCN(S(=O)(=O)c2ccc(F)cc2)CC1 | 5 | 1 | 1 | -44 | 10 | 8 | 0 | 0.4 | -6
C[C@@H](NC(=O)c1[nH]cnc1C(=O)Nc1cccc(Cl)c1)c1ccccc1 | 32 | -2 | -18 | 8 | -3 | 33 | -2 | 0.8 | 16
O=C(COc1ccc(F)c(Cl)c1)c1ccc[nH]1 | -5 | -10 | 3 | -9 | 4 | -3 | -1 | 1.5 | -1
COc1ccc(CCNc2nc(-c3sc(N)nc3C)cs2)cc1OC | 9 | 9 | 7 | -3 | 0 | 10 | -1 | -0.9 | -1
Cc1ccc(S(=O)(=O)N(C)C)cc1NC(=O)c1ccc(OC(F)(F)F)cc1 | 11 | -3 | -2 | 2 | -5 | -6 | -2 | 0.0 | 13
COc1cccc(=O)c2c(C)n(-c3cc(C)cc(C)c3)c(C)c12 | 6 | -12 | -8 | 11 | -4 | 30 | 4 | -1.7 | 11
CC(Sc1nnc(Cc2ccc([N+](=O)[O-])cc2)o1)C(N)=O (stereo unspecified) | -11 | -4 | 2 | -6 | 7 | -3 | 0 | -0.9 | -3
CCN(C(=O)CCCCC(=O)N(CC)c1ccccc1)c1ccccc1 | -4 | 4 | 5 | 11 | -3 | 28 | 1 | 0.3 | 5
CC(C)(C)c1ccc(/C=C2\Oc3cc(OC(=O)N4CCOCC4)ccc3C2=O)cc1 | -6 | -8 | 8 | -17 | 1 | -1 | 4 | -0.7 | -2
COc1ccc(NC(=O)c2cc(-c3ccco3)nc3ccccc23)cn1 | 9 | 5 | -3 | 3 | -1 | 17 | -2 | -0.3 | 4
O=C1NC(=Nc2ccccc2Br)SC1(CO)CO | 16 | 2 | 1 | 4 | 1 | 8 | -3 | -1.0 | 0
CCCCCC(=O)Nc1nc(C)c(-c2csc(Nc3ccccc3OC)n2)s1 | -18 | 9 | 4 | 25 | 2 | 35 | -1 | -1.5 | 9
CSc1nc(C2CC2)cc(-c2cccs2)c1C#N | 88* | 7 | 9 | 14 | -1 | 17 | 7 | -0.4 | 8
O=C(CCN1C(=O)c2ccccc2C1=O)Nc1ccc(S(=O)(=O)N2CCOCC2)cc1 | -12 | -7 | -2 | 3 | -2 | 11 | -2 | -0.2 | -9
COC(=O)c1ccc(Oc2c(C)oc3cc(OCc4cnn(-c5ccccc5)c4)ccc3c2=O)cc1 | 21 | 5 | 15 | -2 | 4 | -1 | 0 | 2.8 | -4
CCCCS(=O)(=O)N1CCC(C(=O)NCC2CCCO2)CC1 (stereo unspecified) | 12 | -6 | -3 | -4 | -5 | 13 | 1 | 0.2 | -10
COc1ccc(OC)c(NC(=O)Cc2coc3ccc(C)cc23)c1 | 12 | 20 | 7 | 15 | -1 | 35 | -4 | 2.8 | -5
CCOCCCn1c(SC(C)C(=O)NCC2CCCO2)nc2sc(C)c(C)c2c1=O (stereo unspecified) | -13 | 2 | -4 | 9 | -4 | 13 | 0 | -0.8 | 5
COc1ccc(C(=O)N2CCC(CCC(=O)Nc3cccc(C)c3)CC2)cc1 | 39 | 25 | 35 | 18 | -2 | 19 | -2 | 3.5 | 4
COc1ccc(OC)c(NC(=O)CN(C)S(=O)(=O)c2ccc(Cl)cc2)c1 | 9 | 0 | 4 | 3 | -4 | 11 | 5 | -0.6 | 9
COc1cccc(CNC(=O)c2n[nH]c3ccccc23)c1 | -10 | 13 | 3 | 1 | -4 | 31 | 1 | 1.6 | 7
CCCCC1CCC(/C(N)=N/O)CC1 (stereo unspecified) | 9 | 7 | 7 | -15 | 11 | 23 | 1 | -0.5 | -17
Nc1ccc(S(=O)(=O)Nc2ccnn2-c2ccccc2)cc1 | 11 | 4 | -3 | -1 | 9 | 10 | -4 | -2.3 | -4
Cc1cccc(OCC(=O)OCC(=O)Nc2sccc2C(N)=O)c1 | 25 | -9 | -8 | -5 | 0 | 0 | -2 | 1.2 | -14
Cc1cc(NC(=O)c2cc(-c3ccncc3)nc3ccccc23)ccc1Br | 44 | 2 | -8 | 7 | 6 | 33 | 66* | 2.4 | -10
CC(c1ccccc1)N1CC(C(=O)Nc2ccc(F)cc2)CC1=O (stereo unspecified) | -1 | 2 | -4 | -25 | 0 | 22 | 2 | -0.9 | -5
O=C(N/N=C/c1cccnc1)c1ccc(Cl)c(Cl)c1 | 6 | -2 | 1 | -1 | -1 | 4 | 2 | 0.2 | -9
COc1ccc(C(=O)/C=C/c2ccccc2C(F)(F)F)cc1 | 18 | 12 | 17 | 17 | -7 | 22 | 3 | 4.1 | 13
CCCCOc1ccc(NC(=O)Nc2nnc(C)s2)cc1 | -6 | -1 | -3 | 8 | 1 | 14 | 2 | 0.6 | -3

Ordered by count of non-hydrogen atoms (high to low): some entries from above.
SMILES | Mdm2 MdmX PPI | CCR6 antagonist | EBI2 block | APJ antagonist | APJ ag | tim23-1 inh | XBP1 UPR activ | UPR CHOP act | CXCR6 block
Cc1ccc(C(=O)C(OC(=O)CN2C(=O)c3ccccc3C2=O)c2ccccc2)cc1C (stereo unspecified) | 0 | 4 | 23 | -1 | -3 | 13 | -2 | 0.3 | 5
CC1(C)C(=O)Nc2ccccc2N1C(=O)COC(=O)c1cc(Cl)cc(Cl)c1 | -18 | 11 | 9 | 10 | 2 | 27 | 2 | 1.9 | -6
O=C(N/N=C/c1cccnc1)c1ccc(Cl)c(Cl)c1 | 6 | -2 | 1 | -1 | -1 | 4 | 2 | 0.2 | -9
